PRMT1 FP inh = PRMT1 methyltransferase inhibitors, primary screen, biochemical, fluorescence polarization; Protein arginine N-methyltransferase 1 (Homo sapiens), Q99873; recombinant PRMT1, activity-based probe fluorescence polarization; inhibition, % at 2.79 µM; actives 1.3% (n = 370,000);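 active = inhibition above about 21% made by adding two undisclosed values, limit read from the data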
Target sequence (Q99873 whole entry, looked up): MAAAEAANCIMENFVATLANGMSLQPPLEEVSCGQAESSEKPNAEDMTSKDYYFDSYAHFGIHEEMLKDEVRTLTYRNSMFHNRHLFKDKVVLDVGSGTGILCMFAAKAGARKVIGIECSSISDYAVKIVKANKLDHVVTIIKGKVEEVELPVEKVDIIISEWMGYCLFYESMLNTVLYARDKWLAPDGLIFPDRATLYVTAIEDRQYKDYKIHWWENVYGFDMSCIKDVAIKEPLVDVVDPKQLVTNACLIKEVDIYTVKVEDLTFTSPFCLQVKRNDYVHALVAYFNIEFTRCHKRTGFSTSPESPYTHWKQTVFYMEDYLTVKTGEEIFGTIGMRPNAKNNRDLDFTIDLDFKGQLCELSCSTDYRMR
rCAG binder = binders of r(CAG) RNA repeats, primary screen, biochemical, fluorescence; r(CAG) RNA repeat, TO-PRO-1 dye displacement fluorescence; inhibition, % at 3 µM; actives 1.3% (n = 370,000); AID 651821, 2012;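 active = inhibition above the plate cutoff, the mean of all test compounds on that plate plus 3 SD, cut at about 35% in these data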;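 note: 0% = DMSO alone and 100% = 100 µM mitoxantrone as full dye displacement; higher means more dye released from RNA so lower well fluorescence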
TDP2 inh = human TDP2 enzyme inhibitors, primary screen, biochemical, epi absorbance, recombinant enzyme; Tyrosyl-DNA phosphodiesterase 2 (Homo sapiens), O95551; T5PNP hydrolysis, p-nitrophenol absorbance 415 nm; inhibition, % at 12.8 µM; actives 0.34% (n = 370,000); AID 720702, 2013;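 active = inhibition above the mean of all tested compounds plus 3 SD, set per campaign, cut at about 25% in these data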;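 note: 0% = DMSO with enzyme and 100% = buffer with substrate but no TDP2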
Target sequence (O95551 whole entry, looked up): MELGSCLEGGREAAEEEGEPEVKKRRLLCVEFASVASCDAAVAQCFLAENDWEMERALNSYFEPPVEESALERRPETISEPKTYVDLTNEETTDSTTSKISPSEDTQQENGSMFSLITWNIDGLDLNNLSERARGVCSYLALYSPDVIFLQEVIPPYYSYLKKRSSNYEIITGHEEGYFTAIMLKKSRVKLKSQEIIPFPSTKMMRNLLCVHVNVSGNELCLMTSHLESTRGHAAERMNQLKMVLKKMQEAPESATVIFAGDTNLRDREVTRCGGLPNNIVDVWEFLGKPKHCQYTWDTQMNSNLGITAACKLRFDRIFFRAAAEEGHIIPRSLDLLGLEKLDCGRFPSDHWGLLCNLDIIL
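Assay system: Recombinant human TDP2 | Quantity: 120 nM TDP2 per well | Incubation: 2 h at 37 °C | Signal: Epi absorbance | Evaluation: Percent inhibition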
TCR CD3 inh = inhibitors of human TCR-CD3 interaction, primary screen, biochemical, fluorescence, TAMRA-labeled TCR probe. inhibition, % at 9.4 µM. actives 0.37% (n = 360,000); in the data active = inhibition above about 19%;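 note: recombinant mutant TCR 2C K166C tagged with TAMRA read by polarization; 0% = receptor in buffer alone and 100% = receptor with positive control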
HTRA1 inhibitor = HTRA1 serine protease inhibitors, primary screen, biochemical, fluorescence polarization, HTS; recombinant HTRA1, FP-rhodamine activity-based probe; inhibition, % at 5.96 µM; actives 0.5% (n = 340,000); in the data active = inhibition above about 36%;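 note: 0% = enzyme with DMSO and 100% = wells lacking enzyme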
ABHD4 inh = ABHD4 inhibitors, primary screen, biochemical, fluorescence polarization, mouse; AID 720543, 2013; (Lyso)-N-acylphosphatidylethanolamine lipase (Mus musculus), Q8VD66; purified mABHD4, FP-Rh probe fluorescence polarization; inhibition, % at 8.92 µM; actives 0.54% (n = 370,000);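 active = inhibition exceeding the mean over every tested compound plus 3 SD, cut at about 30% in these data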;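 note: 0% = plate median of compound wells and 100% = S159A mutant with DMSO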
Target sequence (Q8VD66 whole entry, looked up): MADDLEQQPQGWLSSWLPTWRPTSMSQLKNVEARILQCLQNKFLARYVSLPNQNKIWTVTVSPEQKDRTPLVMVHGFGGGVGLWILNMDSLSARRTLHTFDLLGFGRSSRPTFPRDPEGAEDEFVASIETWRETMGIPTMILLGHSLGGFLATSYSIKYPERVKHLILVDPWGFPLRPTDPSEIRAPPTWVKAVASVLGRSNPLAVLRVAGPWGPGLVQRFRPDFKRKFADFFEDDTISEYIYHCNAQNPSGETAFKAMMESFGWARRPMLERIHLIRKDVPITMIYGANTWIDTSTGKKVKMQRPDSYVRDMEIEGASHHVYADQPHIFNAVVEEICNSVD
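Test system: mouse ABHD4 enzyme, wild type. Reagent: FP-Rh fluorescent activity-based probe, added after compound pre-incubation. Timing: pre-incubation 45 min, probe exposure 60 min, at 25 °C. Technique: FP readout, ex 525 nm / em 598 nm. Benchmarks: high control S159A mutant with DMSO, low control median of compound wells.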
MBD2 DNA inh = inhibitors of MBD2 binding to methylated DNA, primary screen, biochemical, TR-FRET, DNA-binding domain, human | AID 686964, 2013 | Methyl-CpG-binding domain protein 2 (Homo sapiens), Q9UBB5 | MBD2 binding to methylated oligonucleotide | inhibition, % at 4.4 µM | actives 0.31% (n = 370,000); in the data active = inhibition above about 13%
GC-B act = human GC-B receptor activators, primary screen, HEK293 GC-B cells, cGMP TR-FRET, EC30 CNP. actives 0.11% (n = 370,000). Atrial natriuretic peptide receptor 2 (Homo sapiens), P20594. 0% at EC30 CNP, 100% saturating CNP. AID 1920062, 2024. activation, % at 10 µM;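 active = activation at 10 µM reaching about 35% in either raw or pattern-adjusted values, limit read from the data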
SIAE primary = human SIAE inhibitors, primary screen, biochemical, fluorescence polarization, FP-Rh probe, 1536-well HTS. actives 0.69% (n = 370,000). inhibition, % at 9.66 µM. SIAE FP-Rh probe binding;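 active = inhibition above a cutoff: mean of compounds within the control limits plus 3 SD of those, cut at about 17% in these data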;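 note: 0% = plate median of compound wells and 100% = probe without SIAE protein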
LEDGF integ inh = blockers of LEDGF/p75-dependent integrase strand transfer – biochemical, TR-FRET, high throughput, primary screen. actives 0.64% (n = 370,000). HIV-1 integrase (with human LEDGF/p75). AID 743269, 2014. TR-FRET IN-LEDGF/p75 DNA integration, Eu/Cy5. inhibition, % at 3.7 µM;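 active = inhibition above the screen-wide mean plus 3 SD, cut at about 13% in these data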;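 note: signal is the Cy5 over europium emission ratio at 671 and 618 nm; 0% = plate median of compound wells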
* = called active by the depositor; / = no result given. This is a subset; the hit share may differ from the screen's.

SMILES | PRMT1 FP inh | rCAG binder | TDP2 inh | TCR CD3 inh | HTRA1 inhibitor | ABHD4 inh | MBD2 DNA inh | GC-B act | SIAE primary | LEDGF integ inh
CCn1c(CNC(=O)c2ccc(Cl)cc2)nnc1SCC(=O)N1CCOCC1 | 0 | -3 | -3 | 1 | 3 | 0 | -1 | 2 | 5 | 0
CC1CCCN(C(=O)C2CCN(S(=O)(=O)c3cccc4nonc34)CC2)C1 (stereo unspecified) | -1 | -1 | 8 | -2 | 9 | -4 | -6 | -5 | 11 | -2
CCOc1cccc(-c2nn3c(-c4cc(C)[nH]n4)nnc3s2)c1 | -1 | 4 | -1 | 5 | -2 | -3 | 0 | -4 | -6 | -6
CCOC(=O)Cn1c(S(=O)(=O)Cc2cccc(F)c2)nc(-c2ccccc2)c1-c1ccccc1 | 5 | 3 | -6 | 3 | -21 | -21 | 8 | -11 | -11 | -2
Cc1c2cnn(CC(=O)Nc3cccc(C(F)(F)F)c3)c(=O)c2c(C)n1Cc1ccccc1F | 0 | 4 | 1 | 9 | 1 | 7 | -1 | -1 | -4 | 4
COc1ccc(CC(=O)OCC(=O)c2ccc(OC)c(OC)c2)cc1 | 1 | 2 | 9 | 1 | -5 | 2 | -4 | -1 | 5 | -1
Cc1nn(-c2ccccc2Cl)c(Cl)c1/C=N/Nc1nc2ccccc2s1 | -1 | 4 | -8 | 6 | -5 | -3 | -1 | -5 | 5 | 0
COc1ccc(CCN2CNc3c(c(=O)n(C)c(=O)n3C)C2)cc1 | -5 | 1 | 3 | 4 | -3 | -5 | -1 | -2 | 8 | -1
CC(NC(=O)c1ccc(OC2CCN(Cc3ccccn3)CC2)cc1)c1ccccc1 (stereo unspecified) | -8 | -9 | -11 | 0 | -2 | -10 | -2 | -2 | 0 | 1
CCN(CC)C(=O)C1CCCN(C/C(C)=C/c2ccccc2)C1 (stereo unspecified) | 1 | -8 | 14 | -5 | 2 | 3 | 0 | 2 | 5 | -4
Cc1ccc(Nc2nc(N)nc(CC#N)n2)cc1 | -1 | 9 | -3 | 0 | -6 | -11 | -2 | 0 | 1 | 1
O=C(CN1CCN(c2ccc(F)cc2)CC1)Nc1ccccc1 | -2 | -2 | 13 | 1 | -3 | 1 | -6 | 3 | 2 | -1
CCC(=O)N1CCCC(C)(C(=O)Nc2ccc(C)c(C)c2)C1 (stereo unspecified) | 3 | 1 | 1 | 5 | / | -1 | -1 | -4 | 3 | 1
COc1ccccc1N1C(=O)C(Cl)=C(Nc2ccccc2O)C1=O | 40* | 18 | 0 | -4 | 9 | 31* | 0 | 0 | -4 | 0
CCOC(=O)c1sc(=S)n(CC)c1NC(=O)c1ccccc1 | -3 | 1 | -1 | -4 | / | -4 | -5 | 2 | 7 | -1
O=C(O)COc1ccc(=O)n(-c2ccccc2)n1 | 1 | 3 | 4 | -5 | 4 | 1 | 3 | 2 | -7 | 0
CCN(C(=O)CSc1nnc(-c2ccco2)n1Cc1ccccc1)C1CCS(=O)(=O)C1 (stereo unspecified) | -2 | -2 | -3 | 1 | 11 | 4 | 2 | 1 | 3 | 1
O=C(O)Cc1coc2cc3c(cc12)CCC3 | 6 | 1 | -2 | -9 | -4 | 2 | 2 | -3 | -2 | -5
O=C(N/N=C/c1ccccn1)c1cc(-c2ccc(Cl)s2)[nH]n1 | -4 | 6 | -12 | -7 | 3 | -16 | -3 | -6 | -18 | -6
Cc1ccc(C(C(=O)NCc2ccco2)N(Cc2ccco2)C(=O)CNC(=O)c2ccco2)cc1 (stereo unspecified) | 2 | -5 | 3 | 2 | -3 | -1 | 1 | -1 | -1 | 2
O=C(CCNC(=O)c1ccccc1)Nc1ccc(Cl)c(S(=O)(=O)N2CCCCC2)c1 | 4 | 2 | -3 | 2 | -15 | 0 | 1 | 4 | 2 | -3
COc1cccc(C(=O)NCC2(c3ccccc3)CCCC2)c1 | 6 | -5 | 2 | 3 | -15 | -2 | -2 | -6 | 2 | -2
O=C(CNC(=O)c1ccccc1F)NCCOc1cccc(Cl)c1Cl | -3 | -4 | 9 | -2 | -8 | -1 | -6 | -4 | 5 | 3
N#Cc1c(SCC(N)=O)nc2c(c1-c1ccc(O)cc1)CCCC2 | 2 | 0 | 8 | 3 | -16 | -14 | 0 | -7 | -2 | 3
C=C1CC2C3CC[C@@]4(OCOC45COCO5)[C@@]3(C)C(O)CC2[C@@]2(C)CCC(=O)C=C12 (stereo partly specified) | 1 | 2 | -4 | -3 | 0 | 2 | -2 | 2 | 1 | 1

A portion of the results above, for reference:
SMILES | PRMT1 FP inh | rCAG binder | TDP2 inh | TCR CD3 inh | HTRA1 inhibitor | ABHD4 inh | MBD2 DNA inh | GC-B act | SIAE primary | LEDGF integ inh
Cc1ccc(C(C(=O)NCc2ccco2)N(Cc2ccco2)C(=O)CNC(=O)c2ccco2)cc1 (stereo unspecified) | 2 | -5 | 3 | 2 | -3 | -1 | 1 | -1 | -1 | 2
O=C(CCNC(=O)c1ccccc1)Nc1ccc(Cl)c(S(=O)(=O)N2CCCCC2)c1 | 4 | 2 | -3 | 2 | -15 | 0 | 1 | 4 | 2 | -3
COc1cccc(C(=O)NCC2(c3ccccc3)CCCC2)c1 | 6 | -5 | 2 | 3 | -15 | -2 | -2 | -6 | 2 | -2
O=C(CNC(=O)c1ccccc1F)NCCOc1cccc(Cl)c1Cl | -3 | -4 | 9 | -2 | -8 | -1 | -6 | -4 | 5 | 3
N#Cc1c(SCC(N)=O)nc2c(c1-c1ccc(O)cc1)CCCC2 | 2 | 0 | 8 | 3 | -16 | -14 | 0 | -7 | -2 | 3

Continuation:
SMILES | PRMT1 FP inh | rCAG binder | TDP2 inh | TCR CD3 inh | HTRA1 inhibitor | ABHD4 inh | MBD2 DNA inh | GC-B act | SIAE primary | LEDGF integ inh
NC(=O)CN1N=C(c2cc(Cl)sc2Cl)CSC1=O | -3 | 4 | 0 | 5 | 0 | -1 | -3 | -3 | 0 | 2
O=C(Nc1ccc(Cl)cn1)c1cccc2c(Br)cccc12 | -1 | 1 | 0 | 7 | -21 | -7 | -2 | -2 | -1 | 1
Clc1cccc(OCCCn2ccnc2)c1 | -2 | -1 | 9 | 10 | -1 | 5 | -1 | 3 | 4 | 4
O=C(N/N=C/c1ccc(O)c2ccccc12)c1cccnc1 | -1 | 8 | 7 | 5 | 2 | 22 | -2 | -8 | 19* | -7
O=S(=O)(c1ccc2c(c1)CCN2)N1CCOCC1 | 1 | 4 | -2 | -1 | 2 | -4 | 7 | 0 | 5 | -3
O=C(Nc1ccc(F)cc1)C(c1cccc(F)c1)N1CCN(Cc2c(F)cccc2Cl)CC1 (stereo unspecified) | -4 | 4 | -8 | 3 | / | 1 | -2 | -1 | -4 | 2
COCCn1c(SCC(=O)c2ccc(F)cc2)nnc1C(C)C | 1 | 0 | 1 | 4 | 3 | -5 | 2 | 6 | 0 | 1
CC(C)OC(=O)CC(=O)CSc1nc2c(cc1C#N)CCCCC2 | -1 | 4 | -2 | 5 | -1 | -1 | -5 | 11 | -6 | 1
Cc1cc(=O)oc2c3c(cc(OCC(=O)N[C@@H](CC(C)C)C(=O)O)c12)OC(C)(C)CC3 | 9 | 1 | -9 | -5 | 3 | -13 | 1 | 0 | 1 | 2
O=C(/C=C/c1ccccc1)NC(=S)NNC(=O)c1cnccn1 | -2 | 6 | 1 | -6 | 18 | 5 | 3 | -4 | 7 | -6
COc1ccc(N2C(=O)C(CC(N)=O)N(NC(=O)CCc3ccccc3)C2=O)cc1 (stereo unspecified) | -1 | 6 | -8 | -4 | 13 | -6 | -2 | -1 | 1 | 4
O=C(NC1CCCC1)C1CCC(=O)N1C1CCCCC1 (stereo unspecified) | 0 | 5 | -8 | 5 | 6 | 4 | 0 | 0 | 1 | -4
Cc1cc(NC(=O)COC(=O)CCCOc2ccc(Cl)cc2C)no1 | 3 | -6 | 4 | -4 | -11 | 4 | 1 | -2 | 3 | 6
COC(=O)[C@]12CCCCC=C1N(CCC1=CCCCC1)C(=O)[C@H](CC(=O)NCCCN1CCCC1=O)C2 | -3 | 0 | -2 | 5 | / | -1 | 1 | -4 | -4 | 8
O=C(NCCc1csc(-c2ccccc2)n1)c1c(F)cccc1F | 6 | -2 | 0 | 2 | 4 | -5 | 2 | 7 | -6 | 1
Cc1ccc(OCCCC(=O)Nc2nccs2)cc1 | -4 | -3 | 5 | 7 | -1 | -2 | -5 | -3 | 6 | 1
Cc1ccc(CSc2nc3ccccc3c(=O)n2CCCC(=O)NCc2ccco2)cc1 | -3 | 1 | -2 | 5 | 4 | -3 | 4 | 0 | -2 | 1
COC(=O)CC1C(=O)NCCN1C(=O)CSc1nc2ccccc2c(=O)n1CC(C)C (stereo unspecified) | 1 | -3 | 13 | -3 | -7 | -3 | 1 | -3 | 8 | -3
CC1(NC(=O)Cn2cc(C(F)(F)F)ccc2=O)CCS(=O)(=O)C1 (stereo unspecified) | 4 | 0 | -9 | 0 | 2 | -18 | 7 | 0 | 6 | -3
O=C(O)c1cc(N/N=C2/CC(c3ccccc3)Oc3ccccc32)ccc1Cl (stereo unspecified) | 6 | 46* | -8 | 0 | 4 | 32* | -4 | 1 | 7 | 3
CCCCC[C@H](O)/C=C/[C@@H]1[C@H]2C/C(=C/CCCC(=O)O)O[C@H]2C[C@H]1O | -4 | 3 | -8 | / | / | 3 | 2 | -4 | -5 | 3
Cn1c(-c2sc(=S)n(-c3ccccc3)c2N)nc2ccccc21 | 2 | 4 | -4 | 0 | 9 | 12 | -4 | 0 | 0 | -1
COn1c(-c2ccc(Cl)cc2Cl)nc2ncccc21 | 1 | -5 | -1 | 1 | / | 0 | -2 | -1 | -1 | 1
CCNC(=O)C1(C)CCN(C(=O)c2ccc(C#N)cc2)C1 (stereo unspecified) | -1 | 1 | 0 | 5 | / | -1 | -2 | 3 | -2 | 1
CC(C)(C)N(NC(=O)OCc1ccccc1)C(=O)c1ccccc1Cl | 0 | -5 | 3 | -7 | -3 | 0 | 2 | 2 | 4 | 0
CCCCN(C)CCCNC(=O)c1ccc2c(c1)N(CC)C(=O)c1ccccc1S2=O (stereo unspecified) | 0 | -2 | -5 | 3 | 0 | -1 | 0 | 0 | -7 | -5
CC(=O)c1ccc(NC(=S)Nc2ccc(N3CCOCC3)cc2)cc1 | 13 | 6 | 28* | 12 | 11 | 21 | -3 | -1 | 15 | 15*
Cc1cccc(CN(C)C[C@H]2OCc3cnnn3CCCC(=O)N([C@H](C)CO)C[C@@H]2C)c1 | -3 | 0 | -14 | 3 | 2 | 3 | -5 | 1 | -2 | 1
Cc1nc2nc(SCC(=O)c3ccccc3)[nH]c2cc1Br | -2 | 0 | 1 | 5 | / | 4 | 0 | -1 | -4 | -1
Cn1ncc(N=Cc2ccccc2O)c1C(=O)N1CCOCC1 | -1 | 4 | 10 | -1 | 4 | 7 | 2 | 4 | 2 | 0
